Source: PubChem (several laboratories)
GDH-TPI inh – counter-screen for M. tuberculosis FBA inhibitors: GDH-TPI coupled enzymes; GDH-TPI coupled enzyme counterscreen, NADH absorbance; inhibition, % at 4.8 µM; 1.2% of 360,000 active; in the data active means inhibition above about 30%;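 further: 0% = DMSO wells and 100% = wells lacking the enzyme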
BoNT-F LC inh – BoNT F light chain protease inhibition; Multiplex microsphere protease cleavage assay, flow cytometry; inhibition, % at 10 µM; AID 588497; 0.22% of 360,000 active; in the data active means inhibition above about 35%, passing the limit was not always enough; inconclusive means no clear call, values can overlap the other calls; further: plate controls were buffer without enzyme for full effect and enzyme alone for no effect
PfHsp40 rescue – restores yeast growth despite PfHsp40 toxicity; S. cerevisiae expressing PfHsp40, growth rescue, ATP luminescence; growth rescue, % at 12.5 µM; 0.68% of 340,000 active; AID 504582; in the data active means growth rescue above about 28%, passing the limit was not always enough; inconclusive means no clear call, values can overlap the other calls;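 further: yeast W303a lacking pdr1 and pdr3 grown in galactose medium; growth measured after three days at 30 °C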
UGM FP inh – blocks M. tuberculosis UGM enzyme | inhibition, % at 10 µM | purified UGM, fluorescence polarization probe displacement | AID 504406 | P9WIQ1 | 0.06% of 320,000 active; in the data active means inhibition above about 10%, passing the limit was not always enough; inconclusive means no clear call, values can overlap the other calls
Target sequence (P9WIQ1 whole entry, looked up): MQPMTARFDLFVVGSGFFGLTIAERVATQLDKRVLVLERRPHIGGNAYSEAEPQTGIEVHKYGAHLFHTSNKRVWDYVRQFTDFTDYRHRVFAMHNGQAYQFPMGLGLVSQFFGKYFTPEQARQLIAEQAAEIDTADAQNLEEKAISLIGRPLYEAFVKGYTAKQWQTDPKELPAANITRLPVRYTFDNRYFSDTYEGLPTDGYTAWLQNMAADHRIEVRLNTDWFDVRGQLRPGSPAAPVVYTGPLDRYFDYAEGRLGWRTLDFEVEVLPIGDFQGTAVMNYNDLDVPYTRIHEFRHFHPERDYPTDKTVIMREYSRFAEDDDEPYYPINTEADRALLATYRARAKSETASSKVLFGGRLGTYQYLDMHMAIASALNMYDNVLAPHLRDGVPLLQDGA
BioA inh – BioA (M. tuberculosis) enzyme inhibition. AID 602481. purified M. tuberculosis BioA enzyme, plate reader. inhibition, % at 9.99 µM. 0.096% of 360,000 active; in the data active means inhibition above about 40%; inconclusive means no clear call, values can overlap the other calls
Mtb FBA inh – inhibits M. tuberculosis FBA enzyme. P9WQA3. purified M. tuberculosis FBA, fluorescence read-out. inhibition, % at 1 µM. 2.3% of 360,000 active. AID 588726; in the data active means inhibition above about 27%;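 further: 0% = vehicle and 100% = reference inhibitor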
Target sequence (P9WQA3 whole entry, looked up): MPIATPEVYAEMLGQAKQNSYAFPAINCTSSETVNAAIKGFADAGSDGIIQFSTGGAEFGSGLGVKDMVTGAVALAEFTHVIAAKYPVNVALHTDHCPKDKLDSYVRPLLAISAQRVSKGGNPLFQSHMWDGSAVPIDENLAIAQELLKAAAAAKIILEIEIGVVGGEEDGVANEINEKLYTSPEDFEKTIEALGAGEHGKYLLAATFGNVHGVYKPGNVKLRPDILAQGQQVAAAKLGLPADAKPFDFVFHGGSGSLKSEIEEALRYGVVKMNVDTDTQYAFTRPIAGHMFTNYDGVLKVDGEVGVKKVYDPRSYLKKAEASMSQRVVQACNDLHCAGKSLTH
BoNT A protease – inhibitors of Botulinum neurotoxin A light chain protease. AID 588499. multiplex microsphere protease substrate cleavage, flow cytometry. 0.17% of 360,000 active. inhibition, % at 10 µM; further: plate controls were buffer without enzyme for full effect and enzyme alone for no effect
Anthrax LF prot – blocks Bacillus anthracis lethal factor protease; multiplex microsphere protease cleavage assay, LF; inhibition, % at 10 µM; 0.12% of 360,000 active; further: plate controls were buffer without enzyme for full effect and enzyme alone for no effect
FadD28 binding – M. tuberculosis FadD28 bisubstrate binding inhibition | FadD28 bisubstrate probe binding, fluorescence polarization | AID 588549 | inhibition, % at 12.5 µM | 0.22% of 360,000 active; in the data active means inhibition above about 8.5%, passing the limit was not always enough; inconclusive means no clear call, values can overlap the other calls
* hit, by the source's call; u = inconclusive; x = no result given; & = joins results of further samples. Unless noted, no stated cut-off is given here; in the data, active means inhibition above about 30%; inconclusive means no clear call, values can overlap the other calls; inactive means below that.

SMILES	GDH-TPI inh	BoNT-F LC inh	PfHsp40 rescue	UGM FP inh	BioA inh	Mtb FBA inh	BoNT A protease	Anthrax LF prot	FadD28 binding
O=C(CCC(=O)Nc1ccccc1)N/N=C/c1ccco1	-2	-7	-0.1	0.0	-0.1	-1	-0.7	-3	-3.3
CN(C)c1ccc(-c2ccnc3c2CC(C)(C(=O)Nc2cccc(N(C)C)c2)O3)cc1 (stereo unspecified)	6	-10	x	x	-3.7	22	-1.7	0	-2.7
CCOC(=O)c1[nH]c2cc3c(cc2c1CCCN1C(=O)c2ccccc2C1=O)OCCO3	1	2	-0.2	-0.4	-0.1	-5	u	2	-3.5
CC(C)N(C(=O)[C@H]1CC(CC(=O)NCCCN(C)C)C(=O)N2CCc3c([nH]c4ccccc34)[C@]12C)C(C)C (stereo partly specified)	8	2	0.3	1.0	-2.4	3	0.0	-2	-0.7
O=C1c2ccccc2C(c2nc3ccccc3[nH]2)N1c1ccccc1 (stereo unspecified)	x	1	x	x	5.6	1	-0.2	0	-2.1
C[C@@H]1CN([C@@H](C)CO)C(=O)c2cc(NS(C)(=O)=O)ccc2O[C@@H]1CN(C)Cc1ccc(C(F)(F)F)cc1	4	-1	1.2	x	-4.8&0.8	5	-0.7	-5	-2.7
c1ccc2c(c1)CC1(CCCC1)n1nnnc1-2	1	2	-0.6	-2.9	-0.9	1	-0.4	-4	-2.0
COC(=O)C1=C(C)NC(c2c(O)ccc3ccccc23)C(C(=O)OC)=C1C (stereo unspecified)	8	-7	0.1	-0.9	x	0	-0.7	-3	-3.0
NC(=O)c1ccc(SCC(=O)OCC(=O)NCc2ccco2)c([N+](=O)[O-])c1	2	4	-0.2	-1.0	7.7	1	3.0	2	-3.7
O=C(N/N=C1\CC(c2ccccc2)Oc2ccccc21)c1cccnc1 (stereo unspecified)	3	0	-2.1	-0.2	x	4	0.1	2	-1.9
COc1ccc(Cn2ccnc2SCC(=O)Nc2ccccc2F)cc1	6	-4	1.7	0.5	3.2	-1	-0.6	0	-2.8
O=C(c1ccc(-c2ccccc2)cc1)N1CCN(c2ccccn2)CC1	-4	-6	4.0	-2.0	2.4	0	-0.8	-3	-4.2
COc1ccc2c(=O)c(-c3ccccc3C)c(C)oc2c1	-3	-8	-0.4	3.3	-1.3	-2	0.3	1	-5.3
CSCCC(NS(=O)(=O)c1ccc(Cl)cc1)C(=O)OCc1cccc(Cl)c1 (stereo unspecified)	11	-2	2.0	1.7	0.1	-3	-0.1	-2	-0.8
COC(=O)c1ccc(NC2CC(=O)N(c3ccccc3C)C2=O)cc1 (stereo unspecified)	-4	u	0.1	-2.0	-1.0	1	-27	u	-1.8

The final 2 records of the section above are carried over, then new ones follow:
SMILES	GDH-TPI inh	BoNT-F LC inh	PfHsp40 rescue	UGM FP inh	BioA inh	Mtb FBA inh	BoNT A protease	Anthrax LF prot	FadD28 binding
CSCCC(NS(=O)(=O)c1ccc(Cl)cc1)C(=O)OCc1cccc(Cl)c1 (stereo unspecified)	11	-2	2.0	1.7	0.1	-3	-0.1	-2	-0.8
COC(=O)c1ccc(NC2CC(=O)N(c3ccccc3C)C2=O)cc1 (stereo unspecified)	-4	u	0.1	-2.0	-1.0	1	-27	u	-1.8
Cn1c(=O)[nH]c(=O)c2c1nc1n2CCS1	-1	7	-0.9	2.1	x	6	0.0	3	0.8
O=Cc1cc(CCC(=O)O)ccc1O	2	-1	-0.2	0.8	-1.2	-3	-0.2	14	-2.5
CCN(CC)CCn1c2c(c(SCC(=O)Nc3ccc(C(C)C)cc3)nc1=O)CCC2	12	x	0.1	-0.4	-1.2	-2	x	x	-2.3
COc1cc([N+](=O)[O-])cc(/C=N/NC(=O)C(C)Nc2cccc(C)c2)c1O (stereo unspecified)	10	-15	-0.9	7.4	x	-6	-1.7	-3	1.4
Cc1ccc(-c2n[nH]c(=S)n2/N=C/C=C/c2ccccc2[N+](=O)[O-])cc1	18	-3	0.6	0.0	4.9	4	0.6	-2	-1.3
COc1ccc(NC(=O)NC2(C(=O)N3CCCCC3)CCCCC2)cc1	-1	-4	1.4	3.6	x	0	-6.1	-13	-0.4
COC(=O)c1cc(S(=O)(=O)N2CCN(Cc3ccccc3)CC2)cn1C	-1	-5	-0.5	-2.3	-0.1	4	-0.3	-2	-0.2
CN(CC(=O)Nc1ccccc1Cl)C(=O)C1CCN(C(=O)c2ccc(Cl)cc2)CC1	-8	8	-0.1	1.6	3.9	3	2.7	-2	0.3
CC(C)OCCCNC(=O)CN1C(=O)/C(=C/c2ccccc2F)Oc2ccccc21	-1	18	0.7	1.4	-1.0	5	0.5	4	-1.9
Cn1c(CCCCCN)nc2ccccc21	3	8	-1.7	2.3	1.2	2	1.9	-1	-2.6
CCOCCCNC(=O)c1c(C)c(C(=O)OCC)n(C)c1C	-6	8	0.3	0.5	x	-2	u	-8	-4.8
COc1cccc(NC2=NCCCCC2)c1	12	-8	-1.3	0.4	-2.3	0	0.2	3	0.5
Cc1n[nH]c(C)c1S(=O)(=O)N1CCCC(C(=O)Nc2ccc(Br)cc2)C1 (stereo unspecified)	8	-1	-1.2	0.2	0.6	-3	0.8	1	-1.7
O=C(O)C1Cc2[nH]cnc2C(c2ccccc2O)N1 (stereo unspecified)	-10	-4	-1.5	0.3	x	1	-0.3	-1	-0.4
CCCNC(=O)N1CCN(C(=O)NCCC)CC1	8	16	-2.0	-3.8	-1.8	2	0.5	0	0.5
COc1ccc([C@H]2CC(=O)C=C(c3ccc(OC(F)(F)F)cc3)C2)cc1	6	-1	19	2.4	0.3	-1	0.6	-5	-5.6
CC(=O)Nc1ccc(C(=O)NNC(=O)c2ccc(Cl)cc2)cc1	-1	u	-1.3	0.7	-0.8	-2	0.6	-10	-2.7
COc1cccc(CN(C(=O)/C=C/c2ccc(Cl)cc2)C2CCS(=O)(=O)C2)c1 (stereo unspecified)	-5	-4	1.4	-0.3	x	-4	0.6	0	-3.5
Cc1ccc(CN(C(=O)c2ccco2)C(C(=O)NC2CCCC2)c2cccnc2)cc1 (stereo unspecified)	1	-6	-0.3	-0.5	0.5	-2	-1.1	-5	-1.0
CCNC(=O)C1(C)CCN(Cc2ccc(C(F)(F)F)cc2)C1 (stereo unspecified)	-1	4	x	x	1.5	-1	-0.3	-7	-3.5
O=C(CN1C(=O)c2ccccc2S1(=O)=O)Nc1ccc(S(=O)(=O)N2CCCCCC2)cc1	-3	-5	1.1	-1.3	-0.6	4	1.3	5	0.7
CN(CCC#N)C(=O)COC(=O)C1c2ccccc2Oc2ccccc21	-6	-2	0.7	-1.3	2.7	3	-1.9	-4	0.8
O=C1C(=O)N(CCCn2ccnc2)C(c2cccc(Br)c2)/C1=C(\O)c1ccc2c(c1)OCCO2 (stereo unspecified)	16	2	1.4	4.8	2.0	-1	-0.8	-4	1.3
CCN(C(=O)CSc1nnc(-c2ccc(Cl)cc2)n1C)C1CCS(=O)(=O)C1 (stereo unspecified)	7	2	0.8	-3.2	x	6	-0.1	5	-0.6
CC1CCN(c2ccc([N+](=O)[O-])cc2C(N)=O)CC1	12	2	-0.7	-0.9	1.1	-7	-0.4	6	-0.3
O=C(CN(C(=O)CNC(=O)c1ccco1)c1ccc(F)c(Cl)c1)NC1CCCCC1	-10	-14	1.0	-1.7	3.1	-9	-1.3	12	-5.0
O=C(CCNC(=O)c1ccccc1Cl)NCC(c1ccco1)N1CCCC1 (stereo unspecified)	12	x	-0.8	0.9	-1.2	-1	x	x	-3.9
O=C(NCC1CCCO1)c1cccc(S(=O)(=O)N(Cc2ccccc2)c2ccccc2)c1 (stereo unspecified)	0	-9	-1.2	2.9	0.7	-1	-4.2	-2	-3.0
COc1ccc(NC(=O)c2c(C(F)(F)F)nn(C)c2SCc2ccccc2Cl)cc1	-9	-1	11	0.2	x	1	1.5	1	-4.1
COc1ccc(C(CNC(=O)C2COc3ccccc3O2)N2CCCC2)cc1 (stereo unspecified)	1	9	-0.6	1.7	-0.2	-5	-4.4	-5	x
COc1cc(CN2C[C@@H](CO)O[C@@H](n3cnc4c(NC5CC5)ncnc43)C2)cc(OC)c1OC	6	11	x	x	0.4	3	-0.4	10	-2.0
COC(=O)CC1Nc2ccccc2SC1=O (stereo unspecified)	-10	3	-0.4	2.3	-1.0	2	0.0	3	-0.4
CCOC(=O)Cn1nc(C)c(NC(=O)c2ccc(Cl)c([N+](=O)[O-])c2)c1C	7	2	0.4	1.5	x	3	-0.9	0	-3.0
COc1ccc2c(=O)c3c(=O)n(Cc4ccco4)c(-c4ccco4)nc3oc2c1	26	-2	14	-2.3	-1.7	1	0.0	-4	-3.5
CCOc1cc(C2C(C#N)=C(N)OC(C)=C2C(C)=O)c(Br)c(Br)c1OC(C)C (stereo unspecified)	-1	4	-0.7	-1.5	1.0	-6	3.0	0	-3.2
COc1cccc(-n2c(C)nn(CCOc3ccccc3)c2=O)c1	1	-6	-0.4	-1.1	-1.9	1	-0.5	-7	-0.7
Cc1ccc(CN/C=C/C(=O)c2ccc(Br)cc2)cc1	18	-9	-1.4	x	-3.2	-2	-0.3	-1	-1.7
C=CCNC(=O)c1ccccc1NC(=O)C1CC(=O)N(C(C)C)C1 (stereo unspecified)	4	u	0.2	0.1	-1.1	4	-3.7	-1	-0.3
COc1ccc(C(=O)Nc2ccc(N3CCN(c4ccc(OC)cc4)CC3)c(C#N)c2)cc1	-8	-5	-0.5	-0.4	-1.5	2	0.0	0	-3.3
COc1cccc(C=NNc2ccc([N+](=O)[O-])cn2)c1OC	8	-13	-0.3	x	-2.0	1	0.6	-4	-1.4
CCc1cc[n+](-c2nc3ccccc3nc2[N-]S(=O)(=O)c2ccc(Br)s2)cc1	12	-9	0.0	7.1	x	-2	3.4	2	-2.7
CCCCCCCCCCCCCCCC[N+](C)(C)Cc1ccc(F)cc1	-15	-29	-1.5	x	x	1	-0.4	-4	2.9
Cc1ccc(N/C(N)=N/c2nc(CSc3nnc(N)s3)cc(=O)[nH]2)cc1	-5	-1	0.7	1.9	-0.8	2	-0.3	-5	-2.5
Cc1cc(NC(=O)Nc2ccccc2[N+](=O)[O-])no1	5	-1	-0.6	0.2	x	-2	0.8	-1	-1.3
CCN(CC)c1ccc(NC(=O)/C=C\c2ccccc2Cl)cc1	0	-4	1.1	1.1	-0.3	1	-0.7	-6	-1.5
COc1ccc(C(=O)C2CCCN(C(=O)c3ccccc3C(C)=O)C2)cc1F (stereo unspecified)	4	-1	-0.9	-1.9	x	2	-0.1	-3	-1.1
CCCCn1c(=O)c(C(=O)Nc2ccccc2)c(O)c2ccccc21	3	-3	0.6	3.4	x	1	-1.3	-3	1.1
Nc1nn(-c2ccccc2)nc1C(=O)OCc1ccccc1	6	-8	1.1	-0.4	-1.1	177*	1.1	-1	-4.2
COc1cc(-c2ccc(Nc3ccccc3C(=O)O)c(OC)c2)ccc1Nc1ccccc1C(=O)O	30	-11	-1.1	x	2.1	1	-0.4	-15	78*
CCN(CC)c1nc2ccccc2[nH]c1=O	28	5	-1.3	1.1	0.0	7	0.5	-5	-2.7
CCCCNCCOCCSc1ccc(Cl)cc1	-17	-9	8.0	-0.7	0.0	2	-1.1	-3	-2.8
CC(O)[C@H]1CNC(=S)N1CCc1cccc(F)c1 (stereo partly specified)	4	-6	-0.3	-0.2	0.3	1	0.0	-1	-2.1
CC/C(=N\Nc1cccc2ccccc12)c1c(O)[nH]c(=O)[nH]c1=O	15	-2	-0.8	6.8	x	5	-0.4	-2	-1.4

Record cards (already shown):
`Cc1ccc(CN(C(=O)c2ccco2)C(C(=O)NC2CCCC2)c2cccnc2)cc1` (stereo unspecified) as listed: GDH-TPI inh = 1; BoNT-F LC inh = -6; PfHsp40 rescue = -0.3; UGM FP inh = -0.5; BioA inh = 0.5; Mtb FBA inh = -2; BoNT A protease = -1.1; Anthrax LF prot = -5; FadD28 binding = -1.0
`COc1ccc(NC(=O)NC2(C(=O)N3CCCCC3)CCCCC2)cc1` as listed: GDH-TPI inh = -1; BoNT-F LC inh = -4; PfHsp40 rescue = 1.4; UGM FP inh = 3.6; BioA inh = x; Mtb FBA inh = 0; BoNT A protease = -6.1; Anthrax LF prot = -13; FadD28 binding = -0.4
